RPL19A-GFP yeast = RPL19A-GFP expression modulators in yeast, primary screen, cell-based, S. cerevisiae, multiplex flow cytometry, MLPCN; S. cerevisiae RPL19A-GFP strain, 3 h; active compounds read low; percent response vs DMSO, % at 10 µM; 330,000 compounds, 0.3% hits; AID 2025, 2009;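 active means percent response vs DMSO below 50%; inconclusive means fewer than 70 events counted for the yeast strain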;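 further: median channel GFP fluorescence of the barcoded RPL19A-GFP strain; ratio of sample median GFP to plate DMSO average so 100% = DMSO; lower means less RPL19A-GFP as with rapamycin TOR inhibition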
JMJD2C inh = inhibitors of GASC-1 histone demethylase, primary screen, biochemical, fluorescence, DELFIA europium | Lysine-specific demethylase 4C (Homo sapiens), Q9H3R0 | GST-JMJD2C(1-420) H3K9me3 demethylation | inhibition, % at 2.35 µM | 330,000 compounds, 0.069% hits | AID 2099, 2009;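 active means more than half of a compound's replicate wells show inhibition beyond 50%, single wells judged on their own value; inconclusive means some, but no more than half, of replicates pass 50% inhibition; inactive means no replicate passes 50% inhibition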;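 further: signal counts dimethyl H3K9 product captured on neutravidin plate; 0% = median of DMSO wells and 100% = 0.3 times that DMSO median; strong numbers were not always called active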
CIT2-GFP yeast = modulators of CIT2-GFP expression in yeast, primary screen, S. cerevisiae, GFP fusion, multiplex flow cytometry, MLPCN library. S. cerevisiae CIT2-GFP strain, 3 h; 100 means same as DMSO wells. GFP response vs DMSO, % at 10 µM. 320,000 compounds, 0.065% hits. AID 2029, 2009;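 active means GFP response relative to DMSO above a set limit, near the screen mean plus 3 SD, cut at about 150% in these data; inconclusive means Fewer than 70 cells measured for a yeast strain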;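 further: ratio of well median GFP fluorescence to mean of DMSO wells on the plate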
LAP4-GFP MLPCN = modulators of LAP4-GFP expression in yeast, primary screen, S. cerevisiae, multiplex flow cytometry, MLPCN library. AID 2023, 2009. 320,000 compounds, 0.34% hits. GFP response vs DMSO, % at 10 µM. 3 h; median GFP as percent of DMSO wells;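 active means GFP response vs DMSO above a set limit, about the screen mean plus 3 SD, cut at about 150% in these data; inconclusive means under 70 cell events counted for the yeast strain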
GRK2 inh = compounds blocking aptamer binding on GRK2 – biochemical, human GRK2, bead flow cytometry, HTS, primary screen; FAM-aptamer displacement from GRK2; inhibition of aptamer binding, % at 10 µM; 330,000 compounds, 0.59% hits; AID 488847, 2010;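 active means inhibition of aptamer binding above 40%, roughly 3 SD of noise, on plates passing a quality check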;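 further: median bead fluorescence of bound FAM aptamer so fluorescent compounds give negative values; no value below 0 was filed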
VLA-4 inh = inhibition in human VLA-4 binding assay, primary screen, VLA-4 allosteric modulator project, MLPCN library, flow cytometry, VLA-4 expressing cells; Integrin alpha-4 (Homo sapiens), P13612; ligand binding flow cytometry; inhibition, % (about 7 µM as worked out from the volumes in the protocol); 330,000 compounds, 0.2% hits; AID 2557, 2010; in the data active means inhibition above about 50%
Target sequence (P13612 whole entry, looked up): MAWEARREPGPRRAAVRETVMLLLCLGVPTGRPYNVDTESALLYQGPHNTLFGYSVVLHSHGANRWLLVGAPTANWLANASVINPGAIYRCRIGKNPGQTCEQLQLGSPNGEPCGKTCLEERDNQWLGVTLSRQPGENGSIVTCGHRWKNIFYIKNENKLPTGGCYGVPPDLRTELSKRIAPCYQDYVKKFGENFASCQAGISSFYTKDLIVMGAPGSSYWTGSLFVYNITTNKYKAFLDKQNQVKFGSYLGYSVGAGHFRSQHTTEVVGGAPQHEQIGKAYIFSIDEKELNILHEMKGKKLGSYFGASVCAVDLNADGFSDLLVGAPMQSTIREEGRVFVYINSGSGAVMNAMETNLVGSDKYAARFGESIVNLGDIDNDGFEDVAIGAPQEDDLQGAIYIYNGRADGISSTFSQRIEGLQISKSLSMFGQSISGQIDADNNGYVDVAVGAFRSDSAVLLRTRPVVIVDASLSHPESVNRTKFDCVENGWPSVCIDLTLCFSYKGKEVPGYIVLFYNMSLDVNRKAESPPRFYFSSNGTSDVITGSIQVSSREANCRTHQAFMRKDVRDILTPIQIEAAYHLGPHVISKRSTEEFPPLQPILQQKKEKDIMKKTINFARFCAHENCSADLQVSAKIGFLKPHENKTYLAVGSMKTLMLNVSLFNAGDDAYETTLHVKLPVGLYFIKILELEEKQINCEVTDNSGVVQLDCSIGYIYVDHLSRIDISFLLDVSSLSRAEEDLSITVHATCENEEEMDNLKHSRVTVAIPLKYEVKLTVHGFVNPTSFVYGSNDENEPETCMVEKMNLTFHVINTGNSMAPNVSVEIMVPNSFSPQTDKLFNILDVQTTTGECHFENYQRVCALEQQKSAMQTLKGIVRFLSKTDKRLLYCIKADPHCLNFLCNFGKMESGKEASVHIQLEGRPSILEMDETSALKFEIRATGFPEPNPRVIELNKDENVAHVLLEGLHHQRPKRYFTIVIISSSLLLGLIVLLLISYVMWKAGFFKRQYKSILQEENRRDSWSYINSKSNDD
AGP1 TOR yeast = modulators of AGP1-GFP expression in yeast TOR pathway, primary screen, cell-based, multiplex flow cytometry, S. cerevisiae, MLPCN library; 3 h; GFP as percent of DMSO wells; GFP response vs DMSO, % at 10 µM; 320,000 compounds, 0.02% hits; AID 2066, 2009;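 active means GFP response relative to DMSO above a set limit, near screen average plus 3 SD, cut at about 150% in these data; inconclusive means fewer than 70 cells counted for the yeast strain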;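 further: median GFP channel fluorescence of the gated AGP1 strain per well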
MEP2 TOR yeast = modulators of MEP2-GFP levels in yeast, primary screen, S. cerevisiae, multiplex flow cytometry, MLPCN library; S. cerevisiae MEP2-GFP strain, 3 h; 100% = DMSO control level; GFP response vs DMSO, % at 10 µM; 330,000 compounds, 0.51% hits; AID 2016, 2009;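 active means GFP response versus DMSO above a set limit, roughly screen mean plus 3 SD, cut at about 180% in these data; inconclusive means fewer than 70 cells counted for a yeast strain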;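 further: median GFP fluorescence of the barcode-gated MEP2-GFP cells per well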
An asterisk follows results filed as active; i = inactive; ? = inconclusive; . = not tested or not shown.

SMILES	RPL19A-GFP yeast	JMJD2C inh	CIT2-GFP yeast	LAP4-GFP MLPCN	GRK2 inh	VLA-4 inh	AGP1 TOR yeast	MEP2 TOR yeast
CCCC(C(=O)NC1CCCC1)N(Cc1ccc2c(c1)OCO2)C(=O)c1snc(C(N)=O)c1N (stereo not drawn)	104	-6	108	107	1	-19	105	102
Cc1ncsc1C(=O)Nc1cccc(C(F)(F)F)c1	100	7	100	105	0	4	100	105
COc1ccc(CNC(=O)CSc2nc(SC)ns2)cc1	103	-1	104	101	0	1	98	108
CCOC(=O)C1CCCN(C(=O)c2cc3c(=O)n4ccccc4nc3s2)C1 (stereo not drawn)	94	-2	100	103	4	6	108	99
Cn1c(C(=O)NN)cc2cc(OCc3ccccc3)ccc21	95	0	88	103	1	-1	97	109
COc1ccc(OC)c(S(=O)(=O)NCc2ccccn2)c1	103	-2	101	93	0	-14	98	109
Cc1cc(=O)[nH]c(-c2ccc(Cl)cc2)n1	106	3	105	111	2	1	117	109
CCOC(=O)c1sc(NC(=O)c2cc3n(n2)C(C(F)(F)F)CC(c2ccccc2)N3)c(C(=O)OCC)c1C (stereo not drawn)	100	-2	100	101	3	4	98	98
COc1ccc(C2=C(C=Nc3c(C)n(C)n(-c4ccccc4)c3=O)C(c3ccccc3C)c3ccccc3O2)cc1OC (stereo not drawn)	101	-1	104	97	0	-3	102	104
O=C(O)/C=C/C(=O)Nc1ccc2nccnc2c1	95	1	96	103	1	17	98	96
COc1ccc(S(=O)(=O)NCC2CCCO2)c(Cl)c1Cl (stereo not drawn)	106	9	113	81	0	4	100	103
Cc1occc1-c1nnc(SCC(=O)c2ccccc2)n1CC1CCCO1 (stereo not drawn)	101	4	109	103	2	-17	102	107
COc1ccccc1NC(=O)CSc1nc2[nH]ncc2c(=O)[nH]1	99	-2	110	103	2	-2	109	99
CCN(CC)C(=O)Cn1cc(S(=O)(=O)CC(=O)NCc2ccc3c(c2)OCO3)c2ccccc21	100	-5	103	97	0	-1	101	107
CCc1nc(Nc2cc(OC)ccc2OC)c2oc3ccccc3c2n1	98	2	99	98	0	-8	100	107
CCN(CC)c1ccc(/C=C/C(=O)c2ccc(Br)cc2)cc1	96	-4	78	118	2	i	84	101
O=C(COC(=O)CCC(=O)c1cccs1)Nc1ccc(Cl)cn1	107	-1	98	96	3	0	106	100
COc1ccc(C(=O)CN2CCN(S(=O)(=O)c3cccc([N+](=O)[O-])c3)CC2)cc1OC	103	-9	108	88	2	6	100	102
O=[N+]([O-])c1ccc(NCCCNS(=O)(=O)c2ccc(Cl)cc2)c(Cl)c1	100	-1	93	102	2	15	99	101
Cc1cccc2sc(NC(=O)CNS(=O)(=O)c3ccc(Br)s3)nc12	97	.	93	100	4	-8	99	102

Eleven entries from above in a different format.
The line under a structure holds: RPL19A-GFP yeast | JMJD2C inh | CIT2-GFP yeast | LAP4-GFP MLPCN | GRK2 inh | VLA-4 inh | AGP1 TOR yeast | MEP2 TOR yeast
COc1ccc(CNC(=O)CSc2nc(SC)ns2)cc1
 : 103 | -1 | 104 | 101 | 0 | 1 | 98 | 108
CCOC(=O)C1CCCN(C(=O)c2cc3c(=O)n4ccccc4nc3s2)C1 (stereo not drawn)
 : 94 | -2 | 100 | 103 | 4 | 6 | 108 | 99
Cn1c(C(=O)NN)cc2cc(OCc3ccccc3)ccc21
 : 95 | 0 | 88 | 103 | 1 | -1 | 97 | 109
COc1ccc(OC)c(S(=O)(=O)NCc2ccccn2)c1
 : 103 | -2 | 101 | 93 | 0 | -14 | 98 | 109
Cc1cc(=O)[nH]c(-c2ccc(Cl)cc2)n1
 : 106 | 3 | 105 | 111 | 2 | 1 | 117 | 109
CCOC(=O)c1sc(NC(=O)c2cc3n(n2)C(C(F)(F)F)CC(c2ccccc2)N3)c(C(=O)OCC)c1C (stereo not drawn)
 : 100 | -2 | 100 | 101 | 3 | 4 | 98 | 98
COc1ccc(C2=C(C=Nc3c(C)n(C)n(-c4ccccc4)c3=O)C(c3ccccc3C)c3ccccc3O2)cc1OC (stereo not drawn)
 : 101 | -1 | 104 | 97 | 0 | -3 | 102 | 104
O=C(O)/C=C/C(=O)Nc1ccc2nccnc2c1
 : 95 | 1 | 96 | 103 | 1 | 17 | 98 | 96
COc1ccc(S(=O)(=O)NCC2CCCO2)c(Cl)c1Cl (stereo not drawn)
 : 106 | 9 | 113 | 81 | 0 | 4 | 100 | 103
Cc1occc1-c1nnc(SCC(=O)c2ccccc2)n1CC1CCCO1 (stereo not drawn)
 : 101 | 4 | 109 | 103 | 2 | -17 | 102 | 107
COc1ccccc1NC(=O)CSc1nc2[nH]ncc2c(=O)[nH]1
 : 99 | -2 | 110 | 103 | 2 | -2 | 109 | 99

(continued)
SMILES	RPL19A-GFP yeast	JMJD2C inh	CIT2-GFP yeast	LAP4-GFP MLPCN	GRK2 inh	VLA-4 inh	AGP1 TOR yeast	MEP2 TOR yeast
O=C(Nc1cccc(O)c1)c1cc(-c2cccs2)on1	95	1	91	117	1	2	98	103
Cc1ccc(CNC(=O)C(c2ccccc2)c2ccccc2)cc1	107	-14	92	98	0	-1	96	100
Cc1cccc(C)c1NC(=O)CNC(=O)C1CCCN(C(=O)c2ccc(Cl)cc2)C1 (stereo not drawn)	103	6	103	108	2	3	109	108
CCOCCCNC(=S)Nc1ccc2nc3n(c(=O)c2c1)CCCCC3	96	0	107	109	0	-5	110	110
O=C(CNC1CCN(Cc2ccccc2)CC1)Nc1ccc(S(=O)(=O)N2CCCCC2)cc1	96	-6	91	99	0	5	96	95
Cc1cc(Cl)ccc1OCCCC(=O)NNC(=O)c1ccccc1O	94	6	97	88	4	-5	92	101
C=CCn1c(SCC(=O)CC(=O)OCC)nc2cc(C(=O)N3CCC(C(N)=O)CC3)ccc2c1=O	98	-2	99	103	0	9	105	97
O=[N+]([O-])c1cccc(-c2nc(NCc3ccccc3)c3ccccc3n2)c1	101	6	92	106	0	1	97	106
Cc1cccc(NS(=O)(=O)c2cccc(C(=O)NCCCN3CCCC3=O)c2)c1	98	-5	97	99	6	8	100	97
COc1ccc(-c2nn(-c3ccccc3)cc2C(=O)N2c3ccc(C)cc3C3CN(C)CCC32)cc1 (stereo not drawn)	100	4	99	91	3	13	96	108
Cc1cccc2cc3cccc(C)c3nc12	99	18	92	99	2	13	95	96
COc1ccccc1CCC(=O)OCC(=O)Nc1ccc2[nH]c(=O)[nH]c2c1	91	-33	100	103	4	-1	98	95
COCCCNC(=S)N(Cc1cccnc1)Cc1ccc(OC)c(OC)c1	95	-1	99	94	1	16	93	92
COc1ccc(-c2nnc(N(C)C(=O)C3CCCO3)s2)cc1 (stereo not drawn)	95	-2	100	109	1	-4	95	107
Cc1ccc(S(=O)(=O)N2CCN(CCO)CC2)cc1-c1nnc2c3ccccc3c(C)nn12	105	-12	103	110	1	-2	103	103
CCN1CCN(C2CCCCC2NS(=O)(=O)c2ccc(Cl)cc2)CC1 (stereo not drawn)	98	-8	95	92	2	6	95	96
Fc1cccc(Cl)c1CNC(c1ccccc1)c1ccccc1	92	-46	92	104	1	3	104	97
Cc1c(C(=O)OCC(=O)Nc2ccc(N3CCOCC3)cc2)oc2ccccc12	96	0	101	103	0	6	103	96
COc1ccccc1-n1cnnc1SCC(=O)Nc1cccc(S(=O)(=O)N2CCCCC2)c1	95	0	91	107	3	0	100	89
O=C(/C=C/c1ccccc1)Oc1cccc2cccnc12	93	1	74	136	0	-10	96	97
O=C(Nc1ccc(Cl)cc1)c1cccc(NC2=NC3CS(=O)(=O)CC3S2)c1 (stereo not drawn)	101	4	100	89	1	26	99	86
COc1ccccc1-c1nn2c(C3COc4ccccc4O3)nnc2s1 (stereo not drawn)	102	-4	101	103	1	-9	100	106
O=C(NCCCN1CCc2ccccc2C1)Nc1ccc(Br)cc1	96	.	96	100	0	16	94	96
CCCC(=O)Nc1ccc(OCC(O)CNC(C)C)c(C(C)=O)c1 (stereo not drawn)	97	6	88	111	0	-6	92	98
COc1ccc(/C=C2\Sc3ccc(C(=O)NCC4CCCO4)cc3N(C)C2=O)cc1 (stereo not drawn)	99	7	114	104	0	-12	109	105
COCCNC(=O)c1cccc(OC2CCN(Cc3cccc(SC)c3)CC2)c1	101	4	106	85	0	-13	98	101
COc1ccc(-c2cccc(C3CC=CC4C3C(=O)N(Cc3ccccc3)C4c3ccc(C(F)(F)F)cc3)c2)cc1 (stereo not drawn)	103	11	109	96	0	3	109	104
O=S(=O)(NCc1ccccc1)c1ccc(Br)c2nsnc12	97	0	100	106	0	-4	99	104
CN1C(=O)c2ccccc2N(C)C1c1cccc(O)c1 (stereo not drawn)	105	-6	105	96	0	9	102	108
CCCc1cc(C(=O)N/N=C/c2ccc(CC)s2)c2ccccc2n1	96	-2	113	125	1	4	112	120
CCCNC(=O)CSc1nnc(-c2ccccc2Br)n1-c1cccc(C(F)(F)F)c1	110	-5	110	98	2	27	107	111
CN(C)CCCNC(=S)N(CCCN(C)C)Cc1cc2cc3c(cc2[nH]c1=O)OCO3	104	6	105	103	0	-11	108	109
CCOC(=O)c1ccc[n+](CC(=O)c2ccc(NC(=O)c3ccccc3)cc2)c1	87	7	94	84	0	4	85	99
CCCCN1C(=O)C2NN=C(C(=O)OCC)C2C1=O (stereo not drawn)	99	9	100	92	0	-2	105	98
COc1cccc(CNC(=O)CCCCCNC(=O)N2CCn3c2nc2ccccc23)c1	97	53	101	90	0	3	94	103
CCC(=O)c1ccc(OCC(=O)NC2(C#N)CCCCC2)cc1	98	.	106	88	5	-5	96	96
Cc1cc(OCCOCCN(C)CCO)cc(C)c1Cl	95	-2	99	97	1	9	96	98
O=C(COC(=O)CCN1C(=O)/C(=C\C=C\c2ccccc2)SC1=S)Nc1ccc(Br)cc1	105	-8	106	104	3	-26	103	101
Cc1cc2ncc(S(C)(=O)=O)c(N)n2n1	?	-14	?	?	0	-1	?	?
COCc1ccc(C(=O)N2CCCC(N3CCN(c4ccccc4C)CC3)C2)s1 (stereo not drawn)	102	13	107	97	2	-5	102	112
CCNC(=S)N(CCc1c(C)[nH]c2ccc(C)cc12)Cc1cccnc1	103	-5	100	102	0	0	101	104
CC1CCN(S(=O)(=O)c2ccc3c(ccn3CCC(=O)NC(C)C)c2)CC1	103	5	108	104	7	2	107	103
CC(C)Nc1ccc(C(CC(N)=O)NC(=O)c2ccc(Br)cc2)cc1[N+](=O)[O-] (stereo not drawn)	104	-3	81	111	8	7	93	96
O=C(N/N=C/c1ccccn1)c1cc(-c2ccccc2)nc2ccccc12	95	-4	75	132	2	6	90	90
Cc1c(NC(=O)COc2ccccc2Cl)c(=O)n(-c2ccccc2)n1C	98	-17	104	100	4	9	103	100

Compound activity as filed in PubChem BioAssay.
